High-throughput results (PubChem BioAssay)
P. falciparum M17LAP = P. falciparum M17LAP inhibitors, primary screen, biochemical, fluorogenic H-Leu-NHMec substrate, 1536-well (AID 1619). 0.38% of 220,000 active. recombinant M17LAP, H-Leu-NHMec fluorogenic kinetic assay; higher % means a stronger effect. inhibition, % at 30 µM; hits with a dose series show IC50 in µM;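 active = compound inhibiting the enzyme by more than half at any dose during confirmatory dose-response retesting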;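 note: plate controls were full reaction with DMSO carrier for no effect and no enzyme background for full effect; strong numbers were not always called active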
TNAP activation fold = human TNAP enzyme activators, primary screen, biochemical, luminescent, no phosphate acceptor, uHTS (AID 1001). activation fold at 20 µM; hits with a dose series show EC50 in µM. purified TNAP, luminescent activation assay, no phosphate acceptor; higher activation fold means a stronger effect. 0.03% of 200,000 active; in the data active = activation fold from about 3, or a potency from the dose series; inactive = the rest, 99 in 100 with activation fold below about 1.6; note: many of its hits are not listed in these tables
WT yeast gro inh = growth inhibition of WT yeast, mitochondrial fusion screen | 2.1% of 190,000 active | AID 1362 | mitochondrial fusion phenotypic screen, WT strain | inhibition, % at 10 µM; in the data active = inhibition above about 58%; tested in S. cerevisiae
XIAP antagonists = XIAP antagonists, biochemical, IAP family, fluorescence polarization (AID 1018); XIAP BIR domain, fluorescence polarization peptide displacement; higher % means a stronger effect; displacement, % at 20 µM, or IC50 in µM where a hit was titrated; 0.007% of 200,000 active; in the data active = displacement above about 50%; note: a part of the inactive calls stands beside numbers as strong as those of hits
PMI inhibition = human PMI inhibitors, high substrate, primary screen, biochemical, fluorescence intensity, high mannose 6-phosphate (AID 1220); 0.66% of 190,000 active; recombinant PMI enzyme, coupled fluorescence intensity; higher % means a stronger effect; inhibition, % at 20 µM; hits with a dose series show IC50 in µM
LYP phosphatase = PTPN22 lymphoid phosphatase activity blockers – biochemical, fluorescence intensity, uHTS (AID 1779). recombinant LYP phosphatase, fluorescence intensity; higher % means a stronger effect. inhibition, % at 11.5 µM, or IC50 in µM where a hit was titrated. 0.054% of 290,000 active;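 note: plate controls were vehicle with enzyme for no effect and no enzyme for full effect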
PMI inhibitors = inhibitors of human PMI, primary screen, biochemical, fluorescence intensity, coupled assay (AID 1209); inhibition, % at 20 µM; hits with a dose series show IC50 in µM; purified PMI enzyme, coupled fluorescence intensity; higher % means a stronger effect; 0.42% of 190,000 active;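 note: plate controls were DMSO vehicle for no effect and wells lacking substrate for full effect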
Yfh1-off respiration = mitochondrial function rescue without frataxin homolog – Friedreich's ataxia, plus single-dose screen, dose response (AID 1465). S. cerevisiae Yfh1-off respiration, WST-1 reduction, 72 h; higher fold induction means a stronger effect. 0.074% of 220,000 active. one-dose fold induction at 50 µM; EC50 in µM for titrated hits;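 active = fold induction of absorbance versus untreated yeast above a set limit, then at least 30% activation at any dose in follow-up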;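 note: activators that raise dye reduction in frataxin-depleted yeast; strong numbers were not always called active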
M1AAP inhibition = malaria alanyl aminopeptidase activity blockers – biochemical, fluorogenic H-Leu-NHMec substrate, 1536-well (AID 1445); recombinant M1AAP, H-Leu-NHMec fluorogenic kinetic assay; higher % means a stronger effect; 0.42% of 220,000 active; inhibition, % at 30 µM; hits with a dose series show IC50 in µM;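 active = primary inhibition above the hit cutoff, then over 50% inhibition at one or more dose response concentrations, cut at about 23% in these data, passing the limit was not always enough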;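 note: plate controls were DMSO full reaction for no effect and no enzyme background for full effect; strong numbers were not always called active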
WT yeast gro inh mutant strain = further read-out of WT yeast gro inh, marked with its call; inhibition, %; mitochondrial fusion phenotypic screen, mutant strain inhibition
* hit, by the source's call; i = inactive; x = no result given. Cut-off read from the data, not from the text of the source, unless noted: active = inhibition above about 50%; inactive = the rest.

SMILES	P. falciparum M17LAP	TNAP activation fold	WT yeast gro inh	WT yeast gro inh mutant strain	XIAP antagonists	PMI inhibition	LYP phosphatase	PMI inhibitors	Yfh1-off respiration	M1AAP inhibition
Cc1cc(C)c(C2=NOC3C4CCC(C4)C23)c(C)c1 (stereo not given)	9%	1.1	-3	-10	-8.1%	13%	-9%	23%	i	10%
CCOC(=O)CSc1n[nH]c(-c2ccco2)n1	18%	1.1	4	0	-4.3%	12%	-8%	4%	i	1%
CCOC(=O)/C(=N/Nc1ccc(OC)cc1)Sc1nnc(CCc2ccccc2)n1-c1ccccc1	15%	1.3	10	-7	-1.8%	-17%	-3%	3%	i	8%
Cc1ccc(SCC(=O)Nc2c(Br)cnn2C)cc1	6%	x	x	x	x	x	-5%	x	i	3%
CCOC(=O)c1ccc(NC(=O)CSc2nnc(-c3cccs3)n2C)cc1	7%	1.1	41	17	-3.2%	3%	2%	12%	i	-2%
Nc1nc(N)nc(-c2ccccc2-c2nc(N)nc(N)n2)n1	2%	x	x	x	x	x	-8%	x	i	7%
Cn1nc(C(=O)NCc2ccc(F)cc2)c2ccccc2c1=O	-5%	x	8	10	x	x	x	x	i	-1%
N=c1sccn1CC(=O)Nc1cc(S(=O)(=O)N2CCCC2)ccc1Cl	-8%	1.1	-4	-8	-2.8%	-11%	0%	-10%	i	12%
COc1ccc(NC(=O)N(CCc2ccccc2)Cc2cc3c(C)cc(C)cc3[nH]c2=O)cc1	14%	0.9	-8	-3	-1.3%	7%	5%	15%	i	14%
Clc1cccc(Cl)c1/C=N\Nc1nccs1	1%	1.1	4	2	-7.7%	0%	-12%	0%	i	4%
CCC1=C(OC(=O)N(CC)CC)N2C(=O)OC(=NCC(=O)OC)[C@]2(Cc2ccccc2)[C@H]2C1=CC[C@H]1C(=O)NC(=O)[C@H]12	17%	x	x	x	x	x	-6%	x	i	2%
NC(=S)N/N=C\c1ccc(-c2cccc(Cl)c2Cl)o1	8%	0.9	31	35	-5.1%	-48%	-3%	-27%	i	13%
O=C(N/N=C/c1ccc(-c2cccc([N+](=O)[O-])c2)o1)c1ccc([N+](=O)[O-])cc1	4%	1.4	26	5	-10%	1%	0%	1%	i	2%
Cc1ccc(S(=O)(=O)N2CCN(CC(=O)N/N=C\c3cccnc3)CC2)cc1	-3%	1.1	0	3	-6.4%	6%	-2%	6%	i	-2%
O=C(O)CC(CNS(=O)(=O)c1cccc2nsnc12)c1ccccc1 (stereo not given)	-11%	0.9	-29	-20	-7.9%	-12%	-1%	-31%	i	7%
CC(=O)Nc1ccc(N2C(C(C)=O)=NN(c3ccccc3)C2c2cccs2)cc1 (stereo not given)	5%	1	25	2	-0.7%	0%	-3%	4%	i	-3%
O=C(NCCc1ccc(F)cc1)c1ccc([N+](=O)[O-])cc1	-2%	1.1	0	0	-4.5%	0%	-5%	0%	i	0%
CCC(C(=O)Nc1ncn[nH]1)(C(F)(F)F)C(F)(F)F	12%	1.1	-2	-46	-8.5%	7%	-3%	9%	i	7%
CC(=O)NC(Cc1ccccc1)C(=O)OCC(=O)c1ccc(Br)cc1 (stereo not given)	10%	1.2	0	-9	-4.7%	-4%	-3%	0%	i	1%
CCn1c2ccccc2c2cc(NS(=O)(=O)c3ccccc3C)ccc21	9%	1.1	-6	0	-0.5%	8%	-3%	9%	i	0%
COC(=O)C(C(C)C)N1CCc2c(C)nc3c(C#N)cnn3c21 (stereo not given)	7%	1.1	1	0	4.2%	-7%	-2%	-2%	i	1%
O=C1Cn2c(nc3ccccc32)N1c1ccccc1F	-2%	1.1	-12	-13	-3.8%	-3%	-1%	4%	i	5%
N=c1c2c3c(sc2ncn1CCCN1CCOCC1)CCCCC3	9%	1.1	8	-10	-8.9%	1%	-7%	8%	i	-3%
ClC1(Cl)CC1Cn1c(C2CC2)nc2ccccc21 (stereo not given)	6%	1.1	7	13	-6.4%	x	-5%	x	i	12%
C[C@H](NC(=O)c1nc[nH]c1C(=O)NCc1ccc(CNC(=O)OC(C)(C)C)cc1)C(=O)OC(C)(C)C	0%	1.1	4	-6	-7.1%	14%	5%	18%	i	-4%
SMILES	P. falciparum M17LAP	TNAP activation fold	WT yeast gro inh	WT yeast gro inh mutant strain	XIAP antagonists	PMI inhibition	LYP phosphatase	PMI inhibitors	Yfh1-off respiration	M1AAP inhibition
O=C(N/N=C/c1cccc([N+](=O)[O-])c1)c1ccc(COc2ccccc2-c2ccccc2)cc1	16%	1	19	-10	0.6%	0%	5%	10%	i	2%
O=C1OCc2cc(NC(=O)C3CCCO3)ccc21 (stereo not given)	4%	1	-19	-14	-6.8%	-3%	-7%	-3%	i	2%
COc1ccc2c3c(c(=O)oc2c1OCC(N)=O)CCCC3	3%	1.1	-17	-32	0.1%	14%	-2%	20%	i	12%
O=C(COC(=O)c1ccc2[nH]c3c(c2c1)CCCC3)Nc1ccc(Cl)cc1Cl	23%	1.1	25	-6	-5.4%	-1%	7%	15%	i	-1%
Cc1cccc(NC(=O)c2ccc(N3CCCCC3)c([N+](=O)[O-])c2)n1	-10%	1	78*	13*	-6.7%	6%	-2%	5%	x	7%
CN1CCCCC1=NCCCn1cnc2c1c(=O)n(C)c(=O)n2C	4%	1.1	-3	7	-20%	-7%	-4%	-4%	i	-1%
CCOC(=O)/C(C#N)=C\c1cn(C)c2ccccc12	x	0.9	1	-2	-8.4%	-10%	4%	-2%	i	x
Cc1ccc(NS(=O)(=O)c2ccc(CCC(=O)NCCCOC(C)C)cc2)cc1	7%	1	-19	-8	0.0%	6%	2%	-1%	i	-1%
CC1(C)CC(=O)C(C=NCc2ccccn2)=C(O)C1	-10%	1	0	20	-1.1%	4%	-7%	3%	i	2%
O=C(CN1CCN(c2ncc(C(F)(F)F)cc2Cl)CC1)Nc1ccc2c(c1)OCO2	12%	1	23	2	-4.1%	18%	-1%	18%	i	1%
COc1ccc(-c2cn[nH]c2-c2ccc(OCc3ccccc3F)cc2O)cc1OC	1%	x	x	x	x	x	3%	x	i	4%
CCCCNC(=O)c1cnc2n(c1=O)CCS2	-17%	1.1	-7	-12	-2.1%	-10%	-1%	-9%	i	0%
CCN(CCCNc1ncnc2nc[nH]c12)c1cccc(C)c1	22%	2.3	7	-12	-1.5%	19%	-1%	15%	i	0%
CCCCNC(=S)Nc1cc(S(=O)(=O)N2CCCCC2)ccc1C	-5%	x	x	x	x	x	-1%	x	i	6%
CSc1sc(C(=O)Nc2ccc(F)cc2F)c2c1C=CCC2	-6%	x	x	x	x	x	-1%	x	i	7%
Cc1nn(-c2ccccc2)c(=O)c2noc(C)c12	10%	x	x	x	x	x	-6%	x	i	4%
Cc1nnc(Nc2ccccn2)c2ccccc12	13%	1.1	23	20	-2.3%	-12%	3%	-7%	x	1%
Cc1ccc(C(=O)Oc2oc(-c3ccccc3)nc2C=Nc2ccc(N(C)C)cc2)cc1	16%	1	3	-2	-4.5%	-14%	-2%	-18%	i	4%
O=C(Cn1ncc(Cl)c(Cl)c1=O)N1CCc2ccccc21	-8%	1.1	-12	-3	-8.4%	-2%	-5%	-8%	i	-1%
CC(C)(C)c1ccc(/C=C/C(=O)Nc2ncccn2)cc1	13%	1	5	1	-3.4%	16%	-1%	5%	i	12%
COc1ccc(OCC2c3cc(OC)c(OC)cc3CCN2C(=O)C(C)C)cc1 (stereo not given)	-6%	1.1	-3	18	-5.2%	13%	-5%	14%	i	1%
CCOC(=O)c1cc(-c2csc(Nc3c(C)cc(C)cc3C)n2)on1	-1%	x	x	x	x	x	9%	x	i	1%
NS(=O)(=O)c1cc(C(=O)NCCOc2ccccc2)c(Cl)cc1Cl	12%	1.1	-2	-16	-3.7%	1%	-9%	-1%	i	-2%
CN1CCCN(Cc2nc(-c3ccc(Cl)cc3)no2)CC1	2%	1.1	14	18	-1.6%	1%	-2%	11%	i	3%
O=C(COC(=O)Cc1ccc(-c2ccccc2)cc1)NCc1ccccc1	10%	1.1	6	-8	-4.8%	6%	-3%	9%	i	6%
SMILES	P. falciparum M17LAP	TNAP activation fold	WT yeast gro inh	WT yeast gro inh mutant strain	XIAP antagonists	PMI inhibition	LYP phosphatase	PMI inhibitors	Yfh1-off respiration	M1AAP inhibition
O=C(CCN1C(=O)COc2ccccc21)NCc1ccco1	11%	1.1	-8	-26	-7.4%	-18%	-16%	-10%	i	-7%
C=C(C)c1cccc(C(C)(C)NC(=O)N2CCCC(C(N)=O)C2)c1 (stereo not given)	-5%	1	-4	-18	-3.1%	-3%	2%	0%	i	2%
C/C(CC(=O)Nc1cc(C)cc(C)c1)=N\NC(=O)c1ccccn1	27%	1.6	8	11	-0.7%	-9%	-4%	10%	i	0%
CN(CCn1ccnc1)Cc1cn(Cc2ccccc2)nc1-c1ccc2c(c1)OCO2	-14%	x	x	x	x	x	-4%	x	i	1%
Cc1ccc(S(=O)(=O)Nc2cc(S(=O)(=O)N3CCCCC3)ccc2N2CCOCC2)cc1	-14%	1.1	-3	-15	-7.3%	-5%	-2%	-10%	i	8%
COc1ccc(NCc2nnc(SCc3ccccc3)n2-c2ccc(OC)cc2)cc1	4%	1.1	47	22	-1.2%	13%	-4%	14%	i	15%
CCOC(=O)C(=Cc1cc(=O)c(OC)co1)C(=O)OCC	12%	1.1	17	-6	0.2%	5%	-9%	0%	i	13%
COC(=O)c1ccc(CSc2nc(C(F)(F)F)c3c(c2C#N)CCC3)o1	-13%	1	32	23	0.3%	-3%	-1%	-12%	x	3%
O=c1oc2ccccc2c(NCc2ccccc2)c1[N+](=O)[O-]	-8%	1.2	-5	-12	-7.3%	8%	-4%	24%	i	-2%
CCC(C)(C)NC(=O)c1ccc(S(=O)(=O)N2CCCCCC2)cc1	22%	1.2	10	4	-4.9%	9%	-4%	-1%	i	0%
C=CCSc1nc2c(c(=O)n(C)c(=O)n2C)n1CC	5%	1.1	-3	-3	-2.2%	-4%	-9%	-2%	i	-4%
O=C(NCCCN1CCOCC1)c1ccc(Sc2cccc(Cl)c2)c([N+](=O)[O-])c1	-2%	1.1	34	-21	-1.3%	-24%	-10%	-16%	i	9%
O=C(c1ccc(F)cc1)C1CCN(C(=O)Nc2ccc(F)cc2)CC1	6%	1	19	0	-5.5%	-7%	8%	-5%	i	12%
Cc1cc(C)c(C#N)c(Nc2ccc3c(c2)OCCO3)n1	2%	1.1	7	4	-1.9%	11%	-6%	4%	i	1%
CC1CCc2cc(F)ccc2N1C(=O)CSc1nnc2c3ccccc3n(C)c2n1 (stereo not given)	-7%	1.2	6	6	-3.4%	8%	2%	8%	i	6%

A second format for part of the listing above:
> CSc1sc(C(=O)Nc2ccc(F)cc2F)c2c1C=CCC2
  P. falciparum M17LAP = -6% | TNAP activation fold = x | WT yeast gro inh = x | WT yeast gro inh mutant strain = x | XIAP antagonists = x | PMI inhibition = x | LYP phosphatase = -1% | PMI inhibitors = x | Yfh1-off respiration = i | M1AAP inhibition = 7%
> Cc1nn(-c2ccccc2)c(=O)c2noc(C)c12
  P. falciparum M17LAP = 10% | TNAP activation fold = x | WT yeast gro inh = x | WT yeast gro inh mutant strain = x | XIAP antagonists = x | PMI inhibition = x | LYP phosphatase = -6% | PMI inhibitors = x | Yfh1-off respiration = i | M1AAP inhibition = 4%
> Cc1nnc(Nc2ccccn2)c2ccccc12
  P. falciparum M17LAP = 13% | TNAP activation fold = 1.1 | WT yeast gro inh = 23 | WT yeast gro inh mutant strain = 20 | XIAP antagonists = -2.3% | PMI inhibition = -12% | LYP phosphatase = 3% | PMI inhibitors = -7% | Yfh1-off respiration = x | M1AAP inhibition = 1%
